Assay outcomes: PubChem, National Center for Advancing Translational Sciences (NCATS)
Epigenetic derep – derepresses silenced GFP reporter in murine cells | murine LDR cells, GFP reporter derepression, 30 h | AID 1865 | Potency, µM (highest dose often 53.9 µM), for inactives: at the highest dose GFP activation, hits mostly activators | 0.2% of 280,000 active; active = well fitted activation curve with a large enough effect; inconclusive = small, poorly fitted or top-dose-only effect; note: % of control where 0% means no effect; nearly all actives have a fitted effect of over 60% in size
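Murine LDR cells carrying a silenced, genomically integrated CMV-driven GFP reporter were exposed to compound for 30 hours at 37 C. After PBS washes, GFP-positive cells (20–120 um objects) were counted by laser-scanning microplate cytometry.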
* marks the source's active call; other numbers are inactive results; ? = inconclusive. Potency is the fitted concentration of half-maximal effect.

SMILES | Epigenetic derep
Cc1ccc2nc(Nc3ccc(Br)cc3)nc(-c3ccccc3)c2c1 | 0.0%
Cc1ccc2oc(=O)c3cc(C(=O)NCc4ccc(Cl)cc4)sc3c2c1 | -1.1%
CC(C)Cn1c(=O)c2sccc2n2c(CCCC(=O)NCc3ccccc3Cl)nnc12 | -5.2%
Cc1cccc(CNC(=O)Cn2ccc3cc(S(=O)(=O)N4CCCC4)ccc32)c1 | 2.0%
COc1ccc(NC(=O)Cn2c(=O)n(-c3ccc(C)c(C)c3)c(=O)c3c(C)c(C)sc32)cc1 | 12.2%
CC(=O)N1CCCC1c1nc2ccccc2n1Cc1ccccc1C (stereo not given) | -0.3%
COc1ccccc1N1CCN(S(=O)(=O)c2c(C)sc3ncn(CC(=O)Nc4ccc(C)cc4Br)c(=O)c23)CC1 | 2.2%
CCOCCCn1c(=N)c(C(=O)NCc2cccnc2)cc2c(=O)n3ccccc3nc21 | 0.3%
Cc1sc2c(c1C)c(=O)n(CCc1ccccc1)c(=O)n2Cc1ccc(F)cc1 | -1.8%
COc1ccc2c(c1)c1c(c(=O)n(-c3ccc(C)cc3)c(=O)n1CC(=O)N1CCCC1)n2C | 3.5%
CCCNC(=O)CCn1nc(-c2ccccc2)c2ccccc2c1=O | 0.1%
COCc1nnc(NC(=O)c2cc(OC)c(OC)c(OC)c2)s1 | 0.7%
COc1cccc(-n2c(SCC(=O)Nc3cc(C)ccc3C)nc3c(oc4ccccc43)c2=O)c1 | 0.8%
CCc1ccc(-n2nc(CO)c(C(=O)NCCCCc3ccccc3)n2)cc1 | -2.0%
COc1cccc(N2CCN(Cc3nnc(-c4ccc5c(c4)OCO5)o3)CC2)c1 | 3.1%
O=C(NCCc1ccccc1)c1ccc2c(c1)CCN2S(=O)(=O)c1ccc(Cl)cc1 | -3.4%
Cc1ccc(S(=O)(=O)N(Cc2nc(-c3ccc(Cl)cc3)no2)C2CCCCC2)cc1 | 0.8%
Cc1ccc(S(=O)(=O)c2nc(-c3cccc(Cl)c3)oc2NCc2ccccc2)cc1 | 1.7%
CCOc1ccc(N(c2nc(-c3ccc(OC)c(OC)c3)no2)c2nc(-c3ccc(OC)c(OC)c3)no2)cc1 | -1.7%
COc1ccc(Cl)cc1NC(=O)C(=O)NCc1ccc(Cl)cc1 | -0.8%
Fc1ccc(-c2cc(-c3ccccc3)c3c(n2)-c2ccccc2OC3)cc1 | 0.0%
Cc1ccc(C)c(Cn2c3ccccc3c3cnn(CC(=O)N4CCCCC4)c(=O)c32)c1 | 0.0%
COC(=O)c1cc(Cl)ccc1NC(=O)CSc1ncc(S(=O)(=O)c2ccc(Br)cc2)c(=O)[nH]1 | -1.8%
CCCCn1c2ccc(F)cc2c2nnc(SCCN(CC)CC)nc21 | -1.1%
CC(=O)Nc1ccc(NS(=O)(=O)c2c(C)nc3sccn3c2=O)cc1 | -0.2%
COc1ccc(NC(=O)CCCS(=O)(=O)c2nc(-c3ccccc3OC)cc(C(F)(F)F)n2)c(OC)c1 | -2.5%
COc1cc(NC(=O)CCc2c(C)nc3c(-c4ccc(F)cc4)c(C)nn3c2C)cc(OC)c1OC | 0.0%
CCc1ccccc1NC(=O)Cn1c(=O)n(Cc2ccco2)c(=O)c2sc3ccccc3c21 | 1.4%
COc1ccc(C(=O)c2cn(Cc3ccccc3F)c3cc4c(cc3c2=O)OCCO4)cc1OC | -0.3%
CCc1ccc(NS(=O)(=O)c2[nH]ncc2C(=O)OC)cc1 | -0.9%

Another view of part of the listing above:
Epigenetic derep	SMILES
0.8%	Cc1ccc(S(=O)(=O)N(Cc2nc(-c3ccc(Cl)cc3)no2)C2CCCCC2)cc1
1.7%	Cc1ccc(S(=O)(=O)c2nc(-c3cccc(Cl)c3)oc2NCc2ccccc2)cc1

The list continues.
SMILES | Epigenetic derep
Cc1ccc(-c2cc(-c3ccc4c(c3)NC(=O)CO4)nc3c2COc2ccc(C)cc2-3)cc1 | -1.1%
CCOc1cc(C2c3c(-c4ccccc4O)n[nH]c3C(=O)N2Cc2cccnc2)ccc1O (stereo not given) | 8.1%
COc1ccc(-c2cc(C(=O)Oc3ccc(C)cc3)c3cc(C)ccc3n2)cc1 | -0.8%
O=C(COc1ccccc1Cl)Nc1ccc(-c2nc3ccccc3s2)cc1 | -0.8%
Cc1ccc(CNc2ccc(-c3nc(-c4ccccn4)no3)cc2[N+](=O)[O-])cc1 | -4.9%
CN1C(C(=O)NC(C)(C)C)=CC(c2ccc3c(c2)OCO3)=NS1(=O)=O | 1.2%
O=C(COCc1cc(-c2ccc(F)cc2)on1)Nc1cc(Cl)ccc1O | -1.1%
CCc1cccc(NC(=O)CNS(=O)(=O)c2ccc3nc(C)sc3c2)c1 | 0.0%
Cc1[nH]c(=O)[nH]c(=O)c1C1N2CC3(C(C)C)CN1CC(C(C)C)(C2)C3=O (stereo not given) | -1.8%
COc1ccc(-c2cc(OC(=O)c3ccc(F)cc3)c3c(C)oc(C)c3c(=O)c2)cc1OC | -1.9%
COc1ccc(C(=O)Nc2nc(-c3nnn(-c4ccc(C(C)C)cc4)c3C)ns2)cc1 | -1.4%
COC(=O)c1c(NC(=O)COc2cc(C)ccc2C(C)C)sc2c1CCC(C)C2 (stereo not given) | -0.5%
Cc1ccc(-n2c(SCC(=O)Nc3c(C)cccc3C)nc(O)c(C)c2=O)cc1 | 1.8%
CC(C)(C)c1ccc(C(=O)N2CCCCC2CCN2CCCCC2)cc1 (stereo not given) | -1.5%
Cc1ccccc1NC(=O)Cn1c(=O)n(Cc2ccc3c(c2)OCO3)c(=O)c2oc3ccccc3c21 | ?
Cc1ccc(NC(=O)c2cc(-c3cccs3)nc3ccccc23)c(C)c1 | 9.5%
Cn1c(=O)n(C)c2cc(N3CCCCC3)c(NC(=O)c3c(F)cccc3F)cc21 | 8.0%
Cc1ccc(CSc2oc(-c3ccco3)nc2S(=O)(=O)c2ccc(Cl)cc2)cc1 | 1.6%
CC1CN(C(=O)CCC(=O)NCc2cccs2)c2ccccc2O1 (stereo not given) | -2.6%
Cc1cc(C)c(S(=O)(=O)Nc2ccc3oc4c(c3c2)C(=O)CC(C)(C)C4)cc1C | 0.4%
Cc1ccc(NC(=O)c2c(C)nn(-c3ccccc3)c2-n2cccc2)c(Cl)c1 | 7.0%
O=C1Cc2cc(S(=O)(=O)N3CCN(c4ccccc4)CC3)ccc2N1 | ?
COc1ccc2c(c1)CCc1c(C(=O)Nc3cc(OC)c(Cl)cc3OC)noc1-2 | 2.9%
CCOC(=O)c1c(NC(=O)COc2ccc(Cl)cc2C)sc2c1CCCCC2 | -1.6%
O=C(Nc1ccc(OC(F)(F)F)cc1)C1CCN(S(=O)(=O)c2cccs2)CC1 | -2.6%
CCOC(=O)c1ccn(-c2nc(-c3cccc(OC)c3)cc(C(F)(F)F)n2)n1 | -0.7%
CCOC(=O)C1CCN(C(=O)c2ccc(-n3ccc4ccccc43)s2)CC1 | -2.7%
COc1ccc(-c2cc3nc(C)c(CCC(=O)Nc4ccccc4C(C)=O)c(C)n3n2)c(OC)c1 | -0.3%
COc1ccccc1NC(c1ccc(Cl)cc1)c1nnc(-c2cccc(F)c2)o1 (stereo not given) | 1.3%
O=C(CC(c1cccs1)N1Cc2ccccc2C1=O)Nc1ccccc1F (stereo not given) | 2.5%

Exported tab-delimited: part of the list above
smiles	Epigenetic derep
Cn1c(=O)n(C)c2cc(N3CCCCC3)c(NC(=O)c3c(F)cccc3F)cc21	8.0%
Cc1ccc(CSc2oc(-c3ccco3)nc2S(=O)(=O)c2ccc(Cl)cc2)cc1	1.6%
CC1CN(C(=O)CCC(=O)NCc2cccs2)c2ccccc2O1 (stereo not given)	-2.6%
Cc1cc(C)c(S(=O)(=O)Nc2ccc3oc4c(c3c2)C(=O)CC(C)(C)C4)cc1C	0.4%

Going on with the list:
SMILES | Epigenetic derep
COc1ccc(-n2nc3cc(C)c(NC(=O)c4ccc(C)cc4C)cc3n2)cc1Cl | -1.1%
Cc1ccn2c(=O)c(C(=O)NCCc3ccc(S(N)(=O)=O)cc3)c(O)nc2c1 | 2.5%
COc1cc(OC)c(C2Nc3ccccc3-c3nnc(SCc4ccccc4)nc3O2)cc1OC (stereo not given) | -0.5%
CCOC(=O)c1cccc(NC(=O)CC2C(=O)N(c3ccc(F)cc3)C(=O)N2Cc2cccc(OC)c2)c1 (stereo not given) | -1.3%
CCCOc1ccc(-c2nonc2NC(=O)COc2ccc(C)cc2)cc1OCCC | -1.9%
Cc1cc(Cl)ccc1OCC(=O)N(Cc1ccco1)Cc1ccccc1F | 0.9%
COc1ccc2[nH]cc(S(=O)(=O)c3ccc(C)c(C)c3)c(=O)c2c1 | 0.5%
CCc1ccc(-n2c(=O)c3c4c(sc3n(CC(=O)c3ccc(Br)cc3)c2=O)CCC4)cc1 | -1.6%
O=C(CCS(=O)(=O)c1cc(Br)cc2c1N(C(=O)C1CC1)CC2)NCc1ccccc1Cl | -0.4%
COc1cc(-c2nc(Cn3nnc(C(=O)Nc4ccc(C)cc4C)c3C)c(C)o2)cc(OC)c1OC | -0.9%
CCn1cc(C(=O)N2CCN(c3ccccc3)CC2)c(=O)c2cc(S(=O)(=O)N3CCOCC3)ccc21 | -2.4%
COc1ccc(S(=O)(=O)NCCc2nnc3ccc(SCC(=O)Nc4ccc(C(F)(F)F)cc4)nn23)cc1 | -2.9%
Cc1cccc(N2CCN(C(=O)c3oc(=O)c4ccccc4c3-c3ccccc3)CC2C)c1 (stereo not given) | -2.2%
CCc1cccc(NC(=O)CCc2c(C)nc3c(c2C)c(=O)n(C)c(=O)n3C)c1 | 0.0%
CCOc1ccc(/C=C/c2nc3ccccc3n2S(=O)(=O)c2ccc(Br)cc2)cc1 | -1.1%
Cc1ccc(NC(=O)c2ncn(-c3ccccc3)n2)c(Cl)c1 | 0.6%
Cc1ccc(-c2nnc(SCC(=O)N3CCc4ccccc43)o2)cc1 | 7.2%
CCC(=O)Nc1sc2c(c1C(=O)Nc1ccc(Br)cc1)CCCCC2 | 0.8%
COc1ccc(C2CC(=O)N(Cc3cccc(F)c3)c3ccccc3S2)cc1 (stereo not given) | 0.0%
Cc1noc(C)c1S(=O)(=O)N(CC(=O)NCCc1ccc(Cl)cc1)c1ccc(C(C)C)cc1 | -1.0%
CCc1nn(CC(=O)NC(C)C)c(=O)c2cc3cc(F)ccc3n12 | 0.8%
Cc1cccc(N2CCN(C(=O)CN3C(=O)COc4ccc(S(=O)(=O)N5CCCC5)cc43)CC2)c1C | 7.2%
CCOC(=O)c1noc2ncn(CC(=O)O)c(=O)c12 | 4.1%
Cc1ccc(NC(=O)CNC(=O)Cn2c(C)cc3ccccc3c2=O)cc1F | 0.3%
Cc1nc2ccc(S(=O)(=O)NC(CC(C)C)C(=O)NCc3ccc(Cl)cc3)cc2s1 (stereo not given) | -1.1%
O=C1C(=O)N(C2CCN(S(=O)(=O)c3ccc(F)cc3)CC2)CCN1Cc1ccccc1 | -0.3%
Cc1cc(C)c(NC(=O)Cn2c(=O)n(CCc3ccccc3)c(=O)c3ccccc32)c(C)c1 | 8.0%
COc1cccc(OC)c1C(=O)Nc1nnc(C)s1 | -0.5%
Cn1c(=O)n(-c2ccc3c(c2)OCO3)c2nc(-c3ccccc3)nc(C(N)=O)c21 | 0.0%
Cc1oc2ccc(O)c(CN3CCN(Cc4ccccc4)CC3)c2c1C(=O)Nc1cccc(Cl)c1C | 1.9%
O=C(NC1CCCCC1)c1ccc(CSc2nc3ccncc3n2Cc2ccccc2)cc1 | -5.3%
COc1ccc(NC(=O)c2cccc(N3CCCS3(=O)=O)c2)cc1OC | 1.5%
CC(=O)Nc1ccc(NC(=O)CSc2cn(CC(=O)N(C(C)C)C(C)C)c3ccccc23)cc1 | 0.8%
Cc1ccc(-n2c(=O)[nH]c3cc(C(=O)NCCc4ccccc4)ccc3c2=O)cc1 | -0.2%
COc1cc(OC)c(NC(=O)c2noc3c2CSc2ccccc2-3)cc1Cl | 2.9%
COc1ccc(Br)c2c1-c1nc(NC(=O)c3ccccc3F)sc1C2 | -2.4%
O=[N+]([O-])c1cc(-c2nc(-c3ccccc3)no2)ccc1NC1CCCCC1 | -4.5%
O=C(CSc1c2c(nc3ccc(Cl)cc13)CCCC2)N1CCN(c2ccc(Cl)cc2)CC1 | 0.5%
CCn1c(C)c(C)c2cc(C(=O)NCc3ccc(OC(C)C)cc3)ccc21 | -2.0%
CC(NC(=O)C1CCN(S(=O)(=O)c2ccc3c(c2)oc(=O)n3C)CC1)c1ccccc1 (stereo not given) | -3.7%
Cc1ccc2sc(-c3ccc(N)cc3)nc2c1 | -2.5%
Cc1cc(C)c2c(n1)nn1c(C)c(CCC(=O)Nc3cccc(C)c3C)c(C)nc21 | -5.2%
CCOc1ccc(-c2cn3c(n2)sc2cc(C(=O)NC(C)C45CC6CC(CC(C6)C4)C5)ccc23)cc1 (stereo not given) | 0.0%
Cc1ccc(NC(=O)Cn2nc(C)n3cccc3c2=O)c(C)c1 | -3.1%
COc1ccc(-c2ccnc3[nH]n(-c4ccccc4)c(=O)c23)cc1 | 0.0%
CCOC(=O)c1ccc(NC(=O)c2cccc3c(=O)c4c([nH]c23)CCCC4)cc1 | -3.3%
COc1ccccc1N1CCN(C(=O)CN2C(=O)COc3ccc(S(=O)(=O)N4CCOCC4)cc32)CC1 | -7.2%
O=C(CN(CCc1ccccc1)S(=O)(=O)c1ccc(Br)cc1)NCc1ccc(Cl)cc1 | -1.6%
CSc1cccc(NC(=O)CC(c2ccc(F)cc2)N2Cc3ccccc3C2=O)c1 (stereo not given) | ?
CCOC(=O)c1c(Nc2cccc(C(=O)OC)c2)nnc(-c2ccccc2)c1-c1ccccc1 | -1.0%

By substructure: the compounds so far containing a CF3 group
SMILES | Epigenetic derep
COc1ccc(NC(=O)CCCS(=O)(=O)c2nc(-c3ccccc3OC)cc(C(F)(F)F)n2)c(OC)c1 | -2.5%
O=C(Nc1ccc(OC(F)(F)F)cc1)C1CCN(S(=O)(=O)c2cccs2)CC1 | -2.6%
CCOC(=O)c1ccn(-c2nc(-c3cccc(OC)c3)cc(C(F)(F)F)n2)n1 | -0.7%
COc1ccc(S(=O)(=O)NCCc2nnc3ccc(SCC(=O)Nc4ccc(C(F)(F)F)cc4)nn23)cc1 | -2.9%

The list is partial; count on the stated rates, not on these rows.
